High-throughput results (PubChem)
KB-V1 cytotox = KB-V1 MDR subline cytotoxicity. KB-V1 MDR cells viability, CellTiter-Glo, 72 h. Potency, µM (highest dose often 46.1 µM), for the others: at the top dose activity change, negative = cytotoxicity, actives largely listed as cytotoxic. AID 1347076. 400,000 tested, 3.4% active; also: potency is read from the fitted curve at half-maximal effect; % is scaled to controls: 0 for no effect and ±100 for the full control effect; nearly all actives have a fitted effect of over 60% in size
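Drug-selected KB-V1 cells, grown in DMEM lacking phenol red with 10% FBS, receive compound titrations; after three days at 37 degrees C, surviving cell ATP is quantified by CellTiter-Glo luminescence and responses normalized and curve-fitted.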
GLP-1R inv ag = acts as inverse agonist at human GLP-1 receptor; P43220; HEK293 GLP-1R CRE-luciferase, luminescence, 24 h; GLP-1R form is constitutively active; Potency, µM (doses to about 38.3 µM), without a hit: at the top dose activity change, negative = inhibition, actives largely listed as inhibitors; 410,000 tested, 1.6% active; AID 624417; also: potency is read from the fitted curve at half-maximal effect; % is scaled to controls: 0 for no effect and ±100 for the full control effect; nearly all actives have a fitted effect of over 55% in size
Target sequence (P43220 whole entry, looked up): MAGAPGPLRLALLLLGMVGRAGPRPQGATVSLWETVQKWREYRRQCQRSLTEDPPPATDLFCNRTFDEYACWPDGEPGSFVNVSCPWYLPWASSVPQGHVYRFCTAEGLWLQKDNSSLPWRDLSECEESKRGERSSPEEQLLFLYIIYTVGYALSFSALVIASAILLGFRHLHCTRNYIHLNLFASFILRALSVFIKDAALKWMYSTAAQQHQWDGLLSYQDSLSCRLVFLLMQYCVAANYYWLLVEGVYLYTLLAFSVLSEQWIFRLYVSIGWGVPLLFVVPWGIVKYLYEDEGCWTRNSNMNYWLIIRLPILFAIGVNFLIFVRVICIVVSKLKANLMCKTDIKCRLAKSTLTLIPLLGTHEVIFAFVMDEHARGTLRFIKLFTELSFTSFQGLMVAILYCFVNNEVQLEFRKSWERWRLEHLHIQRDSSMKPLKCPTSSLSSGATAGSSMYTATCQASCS
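Cells are plated, allowed 12 hours at 37 deg C, then treated with compounds for 24 hr before luciferase detection reagent is added and luminescence is read after 12 min at room temperature. The HEK293 line carries constitutively active GLP-1R with a cAMP-responsive reporter.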
DRD3 agonist = agonists of human D3 dopamine receptor. P35462. D3R DiscoveRx beta-arrestin cells, luminescence, 90 min. max activation, %. 410,000 tested, 0.58% active; in the data active = max activation above about 30%; also: 0% is about no effect; mostly tested at two doses, the higher about 12 µM
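Agonist mode: compounds and dopamine controls were applied to plated cells for 90 min at 37 degrees C after an overnight attachment at 1500 cells/well. Luminescent read-out followed 30 - 60 minutes at room temperature with DiscoveRx detection reagent.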
GLP1R ag = GLP-1 receptor (human) agonism; P43220; HEK293 GLP-1R CRE-luciferase, luminescence, 4-6 h; cells express a hypersensitive GLP-1R form; Potency, µM (top dose mostly 45.6 µM), for inactives: top-dose activation, actives largely listed as activators; 380,000 tested, 0.007% active; AID 624172; also: potency is read from the fitted curve at half-maximal effect; % of control where 0% means no effect
PTHR1 ag = PTHR1 (human) receptor agonism; Q03431; HEK293 GP2 PTHR1 cells, GloSensor cAMP luminescence, 1 h; Potency, µM (titrated, usually from 115 µM), inactives show at the highest dose activation, hits mostly activators; 410,000 tested, 0.075% active; AID 743266; also: potency is read from the fitted curve at half-maximal effect; nearly all actives have a fitted effect of over 55% in size; some results filed as inactive show a strong effect at the top dose; inactives centre near -15; many of its hits are not listed in these tables
Target sequence (Q03431 whole entry, looked up): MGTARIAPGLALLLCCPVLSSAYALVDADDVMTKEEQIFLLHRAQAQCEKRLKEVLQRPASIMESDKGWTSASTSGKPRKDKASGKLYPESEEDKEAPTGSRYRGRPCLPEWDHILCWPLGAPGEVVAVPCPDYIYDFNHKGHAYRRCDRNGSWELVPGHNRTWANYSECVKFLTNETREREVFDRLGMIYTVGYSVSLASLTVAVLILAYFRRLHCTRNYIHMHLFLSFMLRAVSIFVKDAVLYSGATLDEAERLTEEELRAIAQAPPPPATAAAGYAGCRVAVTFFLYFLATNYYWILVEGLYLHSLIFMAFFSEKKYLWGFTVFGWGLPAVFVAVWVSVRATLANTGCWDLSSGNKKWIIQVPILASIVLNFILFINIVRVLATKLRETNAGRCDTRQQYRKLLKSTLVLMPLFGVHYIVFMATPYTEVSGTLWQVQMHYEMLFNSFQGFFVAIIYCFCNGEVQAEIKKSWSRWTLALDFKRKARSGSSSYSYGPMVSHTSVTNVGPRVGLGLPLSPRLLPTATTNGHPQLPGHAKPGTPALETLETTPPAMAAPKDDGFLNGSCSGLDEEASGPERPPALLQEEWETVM
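HEK-293-derived GP2 cells expressing PTHR1 and a GloSensor cAMP reporter, 3,000/well, plated overnight, given luciferin plus IBMX (each 0.5 mM as added) for 1 h at 37 °C, then compound for 1 h at 37 °C. Luminescence was read after 15 min at room temperature.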
D3 antag = antagonists of human D3 dopamine receptor; P35462; D3R cells, DiscoveRx beta-arrestin luminescence, antagonist mode; active compounds read low; max response, negative = inhibition, %; 360,000 tested, 2.5% active; in the data active = max response below about -50%; inconclusive = no clear call, values can overlap the other calls; also: % is scaled to controls: 0 for no effect and ±100 for the full control effect; mostly tested at two doses, the higher about 12 µM
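Cells plated overnight at 1500 cells/well, then exposed to library compounds with dopamine controls for 90 minutes at 37 degrees C. DiscoveRx reagent added for 30–60 minutes at room temperature; luminescence read, quantitative HTS format.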
GLP1R cytotox = cytotoxicity in counter-screen for GLP-1R inverse agonists. HEK293 cAMP-luciferase reporter cells, luminescence, 24 h. Potency, µM (series often up to 38.3 µM), for inactives: at the highest dose activity change, negative = inhibition, usual class: inhibitors. 410,000 tested, 0.13% active;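 also: loss of luciferase light is scored as toxicity; potency is read from the fitted curve at half-maximal effect; % is scaled to controls: 0 for no effect and ±100 for the full control effect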
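Here, cytotoxicity is scored as loss of luminescence. The MLSMR collection was tested on cells seeded in medium containing 10% Nu serum, with a 24 hr compound exposure preceded by 12 hours of culture.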
TDP-43 yeast inh = inhibitors of TDP-43 toxicity in yeast; TDP-43 expressing yeast growth rescue, BacTiter-Glo, 24 h; Potency, µM (series often up to 46.1 µM), for inactives: at the highest dose growth rescue (activation), hits mostly activators; 410,000 tested, 1.8% active; also: potency is read from the fitted curve at half-maximal effect; % of control where 0% means no effect; nearly all actives have a fitted effect of over 50% in size
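Readout is BacTiter-Glo luminescence of cell growth, so inhibitors register as activators. TDP-43-expressing yeast at OD600=0.02 in galactose medium, after raffinose pregrowth to mid-log, were incubated with compound for 24 hr at 30 deg C.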
aSyn rescue = rescues yeast growth from alpha-synuclein toxicity | Yeast expressing alpha-synuclein, growth rescue, BacTiter-Glo, 24 h | Potency, µM (top dose mostly 46.1 µM), inactives show top-dose growth rescue (activation), actives largely listed as activators | 370,000 tested, 0.14% active | AID 652106; also: potency is read from the fitted curve at half-maximal effect; % of control where 0% means no effect; nearly all actives have a fitted effect of over 65% in size
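Screening used galactose-induced yeast with toxic alpha-synuclein levels, exposed to compound for 24 hr at 30 deg C. Cell growth, read with BacTiter-Glo luminescence, gave the measured signal.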
* hit, by the source's call; [ ] = dose if it differs, or a comment. Unless noted, calls follow the shape of the dose curve; as a rule, active = well fitted curve in the direction sought with a large enough effect; inconclusive = small, poorly fitted or top-dose-only effect, or another doubt; inactive = no such curve, though single readings can be large; an effect the other way counts as inactive or inconclusive. These rows are one share of the data; the hit share may differ from the screen's.

`CCOC(=O)c1ccccc1NC(=O)CCc1c(C)nc2ncnn2c1C` gave KB-V1 cytotox -5%, GLP-1R inv ag 1%, DRD3 agonist -10, GLP1R ag -2%, PTHR1 ag -24%, GLP1R cytotox 1% and TDP-43 yeast inh -4%.
Cc1cccc(C(C(C(=O)c2ccccc2)N2CCOCC2)N2CCOCC2)c1 (stereo not drawn) was read as KB-V1 cytotox -3%, GLP-1R inv ag 1%, DRD3 agonist 12, GLP1R ag 4%, PTHR1 ag -4%, D3 antag -1, GLP1R cytotox 0%, TDP-43 yeast inh 2% and aSyn rescue -1%.
`CN(C)CCNc1ncnc2c1ncn2[C@H]1CN(CCc2ccccc2)C[C@@H](CO)O1` gave KB-V1 cytotox 4%, GLP-1R inv ag 3%, DRD3 agonist 10, GLP1R ag 0%, PTHR1 ag -23%, D3 antag -13, GLP1R cytotox -4%, TDP-43 yeast inh inconclusive and aSyn rescue -3%.
Screening CC(=O)Nc1c(C#N)c(-c2ccccc2)c(C#N)c(=O)n1-c1ccc(C)cc1 returned KB-V1 cytotox 11%, GLP-1R inv ag 17%, DRD3 agonist -4, GLP1R ag -1%, PTHR1 ag -9%, D3 antag -7, GLP1R cytotox 1%, TDP-43 yeast inh 18% and aSyn rescue 0%.
For O=C(COC(=O)Cc1ccc(Br)cc1)NC12CC3CC(CC(C3)C1)C2 the results were KB-V1 cytotox 29%, GLP-1R inv ag 7%, DRD3 agonist 5, GLP1R ag -3%, PTHR1 ag -5%[57.5 µM], D3 antag 14, GLP1R cytotox -4%, TDP-43 yeast inh inconclusive and aSyn rescue -1%.
O=C(NCc1ccccn1)C(=O)N/N=C/c1ccccc1O was read as KB-V1 cytotox -9%, GLP-1R inv ag -27%, DRD3 agonist -3, GLP1R ag 8%, PTHR1 ag 17%, D3 antag 2, GLP1R cytotox 18%, TDP-43 yeast inh -13% and aSyn rescue 11%.
CCN1CCN(c2ccc(NC(=O)c3ccco3)cc2)CC1 was read as KB-V1 cytotox 0%, GLP-1R inv ag -28%, DRD3 agonist 0, GLP1R ag -2%, PTHR1 ag inactive, D3 antag -2, GLP1R cytotox 2%, TDP-43 yeast inh 2% and aSyn rescue -3%.
Screening CCOC(=O)c1cc(-c2ccc3c(c2)OCCO3)nc2c1c(C)nn2CCC#N returned KB-V1 cytotox 0%, GLP-1R inv ag 11%, DRD3 agonist 8, GLP1R ag 18%, PTHR1 ag -2%[57.5 µM], D3 antag -18, GLP1R cytotox 10%, TDP-43 yeast inh 9% and aSyn rescue 8%.
CCc1ccccc1NC(=O)CNC(=O)c1ccccc1OCc1c(C)noc1C was read as KB-V1 cytotox -27%, GLP-1R inv ag 10%, DRD3 agonist -15, GLP1R ag 7%, PTHR1 ag -1%, D3 antag -3, GLP1R cytotox 4%, TDP-43 yeast inh inconclusive and aSyn rescue -7%.
For COc1cc(OC)cc(C(=O)NNC(=O)C(CCC(N)=O)NS(=O)(=O)c2ccc(Cl)cc2)c1 (stereo not drawn) the results were KB-V1 cytotox 0%, GLP-1R inv ag 2%, DRD3 agonist 0, GLP1R ag 0%, PTHR1 ag -19%, D3 antag 11, GLP1R cytotox 1%, TDP-43 yeast inh 11% and aSyn rescue 0%.
Screening O=C1c2ccccc2C(=O)c2c1ccc1c(=O)n(-c3ccccc3)[nH]c21 returned KB-V1 cytotox inconclusive, GLP-1R inv ag 9%, DRD3 agonist -11, GLP1R ag -3%, PTHR1 ag -4%, D3 antag -18, GLP1R cytotox 4%[1.53 µM], TDP-43 yeast inh 14% and aSyn rescue 5%.
For CC(=O)OC[C@@H]1CN(Cc2ccccc2)C[C@H](n2cnc3c(NCC(C)C)ncnc32)O1 the results were KB-V1 cytotox 3%, GLP-1R inv ag -5%, DRD3 agonist -5, GLP1R ag 17%, PTHR1 ag inactive, D3 antag -22, GLP1R cytotox -5%, TDP-43 yeast inh 2% and aSyn rescue 6%.
For O=c1[nH]c(-c2ccccc2)cs1 the results were KB-V1 cytotox inconclusive, GLP-1R inv ag 12%, DRD3 agonist -7, GLP1R ag 1%, PTHR1 ag inactive, D3 antag -6, GLP1R cytotox -2%, TDP-43 yeast inh -6% and aSyn rescue -1%.
Screening O=C(NCc1ccccc1Cl)c1cc2c(s1)CS(=O)(=O)C2 returned KB-V1 cytotox -7%, GLP-1R inv ag 5%, DRD3 agonist -3, GLP1R ag 3%, PTHR1 ag inactive, D3 antag -7, GLP1R cytotox 2%, TDP-43 yeast inh -5% and aSyn rescue -7%.
CCOc1cc(/C=C/c2ccc3cccc([N+](=O)[O-])c3n2)cc(Cl)c1O was read as KB-V1 cytotox -23%, GLP-1R inv ag -29%, DRD3 agonist -11, GLP1R ag 6%, PTHR1 ag -1%, D3 antag -10, GLP1R cytotox -19%, TDP-43 yeast inh 18% and aSyn rescue 2%.
For CC(C)Cn1c([N+](=O)[O-])nc2c1c(=O)[nH]c(=O)n2C the results were KB-V1 cytotox inconclusive, GLP-1R inv ag inconclusive, DRD3 agonist -10, GLP1R ag 1%, PTHR1 ag -2%, D3 antag -13, GLP1R cytotox -90%, TDP-43 yeast inh 0% and aSyn rescue 2%.
For Cc1ccc(C(=O)N/C(=C\c2ccco2)C(=O)NCCc2c[nH]c3ccccc23)cc1 the results were KB-V1 cytotox -2%, GLP-1R inv ag inconclusive, DRD3 agonist 1, GLP1R ag 7%, PTHR1 ag inactive, D3 antag 14, GLP1R cytotox 15%, TDP-43 yeast inh inconclusive and aSyn rescue -2%.
CNc1nc(-c2cccs2)cc(C(F)(F)F)c1C#N was read as KB-V1 cytotox -17%, GLP-1R inv ag 12%, DRD3 agonist 1, GLP1R ag -1%, PTHR1 ag -1%, D3 antag 0, GLP1R cytotox 109%[activator], TDP-43 yeast inh 0% and aSyn rescue -1%.
For COc1ccc(Nc2nc3c(C)cccn3c(=O)c2C=NCc2ccccc2)cc1 the results were KB-V1 cytotox -3%, GLP-1R inv ag 60%[activator], DRD3 agonist 3, GLP1R ag -8%, PTHR1 ag -15%, D3 antag 31, GLP1R cytotox 7%, TDP-43 yeast inh 13% and aSyn rescue -1%.
`CCOC(=O)N1CCN(C(=O)CS(=O)Cc2nc(-c3cccc(C)c3)oc2C)CC1` (stereo not drawn) gave KB-V1 cytotox 13%, GLP-1R inv ag 11%, DRD3 agonist -2, GLP1R ag -1%, PTHR1 ag inactive, D3 antag -4, GLP1R cytotox -4%, TDP-43 yeast inh 15% and aSyn rescue -2%.
CC(O)(Cc1cccnc1)c1cccs1 (stereo not drawn) was read as KB-V1 cytotox -6%, GLP-1R inv ag 25%, DRD3 agonist 4, GLP1R ag -4%, PTHR1 ag inactive, D3 antag -2, GLP1R cytotox 12%, TDP-43 yeast inh 7% and aSyn rescue -1%.
`CCOC(=O)N1CCN(C(=O)C(=O)N/N=C/c2ccc(OC)cc2OC)CC1` gave KB-V1 cytotox 29%, GLP-1R inv ag 4%, DRD3 agonist -1, GLP1R ag 7%, PTHR1 ag inactive, D3 antag 5, GLP1R cytotox 16%, TDP-43 yeast inh -5% and aSyn rescue -7%.
Screening O=C(Nc1ccccc1N1CCCCC1)c1ccccc1F returned KB-V1 cytotox inconclusive, GLP-1R inv ag 0%, DRD3 agonist -25, GLP1R ag 9%, PTHR1 ag inactive, D3 antag 11, GLP1R cytotox 2%, TDP-43 yeast inh 0% and aSyn rescue -15%.
`Cc1occc1-c1nnc(SCC(=O)NC2(C#N)CCCC2)n1C` gave KB-V1 cytotox 3%, GLP-1R inv ag 10%, DRD3 agonist -8, GLP1R ag 5%, PTHR1 ag inactive, D3 antag -2, GLP1R cytotox -5%, TDP-43 yeast inh -27% and aSyn rescue 2%.
Screening CCCCn1cc(S(=O)(=O)c2ccc(OC)cc2)c(=O)c2cc(CC)ccc21 returned KB-V1 cytotox 12%, GLP-1R inv ag 6%, DRD3 agonist 1, PTHR1 ag -6%, GLP1R cytotox 11% and TDP-43 yeast inh 25%.
`CCn1c(/C=C/c2ccccc2Cl)nc2ccccc2c1=O` gave KB-V1 cytotox -11%, GLP-1R inv ag inconclusive, DRD3 agonist -3, GLP1R ag 23%, PTHR1 ag inactive, D3 antag -12, GLP1R cytotox 4%, TDP-43 yeast inh 15% and aSyn rescue 0%.
O=C(Nc1ccn(C2CC(OC(=O)c3ccccc3)C(CO)O2)c(=O)n1)c1ccccc1 (stereo not drawn) was read as KB-V1 cytotox 25%, GLP-1R inv ag 9%, DRD3 agonist 1, GLP1R ag -5%, PTHR1 ag inactive, D3 antag 10, GLP1R cytotox -22%, TDP-43 yeast inh 2% and aSyn rescue 0%.
CCOc1ccc(S(=O)(=O)Nc2nc3ccccc3nc2N2CCN(C)CC2)cc1 was read as KB-V1 cytotox 6%, GLP-1R inv ag inconclusive, DRD3 agonist -2, GLP1R ag 5%, PTHR1 ag inactive, D3 antag -10, GLP1R cytotox 16%, TDP-43 yeast inh 12% and aSyn rescue 0%.
Screening CC(C)CC(=O)Nc1nc2ccc(S(C)(=O)=O)cc2s1 returned KB-V1 cytotox 4%, GLP-1R inv ag -6%, DRD3 agonist 11, GLP1R ag 3%, PTHR1 ag -94%[inhibitor], D3 antag -12, GLP1R cytotox -26%, TDP-43 yeast inh 3% and aSyn rescue 7%.
